PriA SSB inh = K. pneumoniae PriA-SSBct interaction inhibition; AlphaScreen SSBct-PriA binding, biotinylated peptide; inhibition, % at 33 µM; 430,000 compounds, 0.6% hits; in the data active means inhibition mostly above about 37%, no sharp cut-off; inactive means mostly below about 20%;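 further: plate controls were negative control peptide for no effect and reference peptide for full effect; strong numbers were not always called active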
Active calls of the source: *; i = inactive; & = joins results of further samples. Some of the compounds tested, so the mix of outcomes need not match the whole.

SMILES	PriA SSB inh
O=C(NCc1cccs1)C1(c2ccccc2)CCOCC1	-18
CCOc1ccc(C=Nc2ccc(S(N)(=O)=O)cc2)cc1	-1
N#Cc1ccc(NN=Cc2cn(-c3ccccc3)nc2-c2ccccc2)c([N+](=O)[O-])c1	-3
N#Cc1ccc(Cl)cc1NC(=O)CC1CCCCN1S(=O)(=O)c1ccccc1 (stereo not drawn)	-19&14
Nc1c2c(nc3ncnn13)CCC2	-8&-1
COC(=O)c1ccc(NC(=O)CSc2ccc(NC(=O)c3cccs3)nn2)cc1	-12
O=C(NC[C@H]1CCCN(c2nccs2)C1)c1ccc(Br)o1	-5
O=C(N1CCOC(c2ccccc2)C1)C12CC3CC(CC(C3)C1)C2 (stereo not drawn)	-12
Cc1cc(C)c(NC(=O)CSc2nnc(CNC(=O)COc3ccc(Cl)cc3)o2)c(C)c1	4
COC(=O)c1ccc(OCC(O)CN2CCN(c3cccc(C(F)(F)F)c3)CC2)cc1 (stereo not drawn)	-6
CCOC(=O)c1sc(NC(=O)CCCN2C(=O)c3cccc4cccc(c34)C2=O)c(C(=O)OCC)c1C	10
COC(=O)c1sccc1S(=O)(=O)N(CC(=O)Nc1ccc(C)c(F)c1)c1ccc(C)c(C)c1	-4
O=C(NCCn1ncccc1=O)c1c(F)cccc1Cl	1
Fc1ccc(C=NNc2ccccn2)cc1	2
C=C(C)Cn1c([C@H](C)NC(=O)c2ccco2)nc2ccccc21	-9
O=C(Cn1nc2ccc(-c3ccc(Cl)cc3)nn2c1=O)NC1CCCCC1	-8
CCn1c(SCC(=O)c2ccc(OC)cc2)nc2c([nH]c3ccccc32)c1=O	-3
CC(=O)Nc1ccc(NC(N)=Nc2nc(C)cc(C)n2)cc1	-2
CSc1oc(CCS(=O)(=O)c2ccc(C)cc2)nc1S(=O)(=O)c1ccc(C)cc1	-6
COc1cc(=O)n(-c2ccccc2)nc1C(=O)Nc1ccccc1SC	-13
Cc1cc(-c2nnc(NC(=O)CN3C(=O)c4ccccc4C3=O)o2)nn1C	-1
CC(C)(C=NO)N(O)C=C1C=CC(=O)C=C1	-5
Cc1cc(C)n(CCN(C(=O)c2cc3ccccc3oc2=O)c2nc3c(F)cc(F)cc3s2)n1	-8
Cc1ccc(-c2cc(C(=O)N/N=C\c3ccc(N(C)C)cc3)n[nH]2)s1	-16
O=C(c1ccc(-n2cccc2)cc1)N1CC(c2nc(-c3cccs3)no2)C1	-9
SMILES	PriA SSB inh
O=C(Cc1ccsc1)Nc1ccn2nccc2c1	8
CCOc1ccc2ccccc2c1C(=O)Nc1ccc2c(c1)CCCN2S(C)(=O)=O	5
COc1cc(C=NNC(=O)C(=O)N2CCCC2)ccc1O	-11
O=C(Nc1nnc(-c2ccc(Br)s2)o1)c1ccc(Cl)s1	-38&-1
COc1cc(C(=O)NCCOc2cccc(C(F)(F)F)c2)c([N+](=O)[O-])cc1OC	1
O=[N+]([O-])c1ccccc1N/N=C/c1ccccc1F	i
O=C(NN=Cc1c[nH]c2ccccc12)c1ccn(Cc2ccc(Cl)cc2)n1	12
COc1ccc(-c2cccc(NC(=O)Nc3ccc(C)cc3)c2)nn1	-5
CC(C)(C)c1cc(C(C)(C)C)c(N=S=O)c(C(C)(C)C)c1	-20
O=C(COc1ccc(F)cc1F)Nc1cccc(-c2ccc(N3CCOCC3)nn2)c1	-8
Cc1ccc(C)c(S(=O)(=O)NCC(=O)NCc2cncc(-c3ccsc3)c2)c1	-7
Cc1cc2ncc(NC(=O)Nc3ccc4c(c3)OCO4)cn2n1	4
O=C(Cn1cc(-c2ccc(F)cc2)cn1)NCc1ccccc1-c1ccsc1	-8
O=C(CNC(=O)c1ccccc1F)NN=Cc1ccc2c(c1)OCO2	13
COc1cc(C=NNC(=O)c2ccncc2)ccc1OC(C)=O	-8
O=C(c1cccc(N2C(=O)CCC2=O)c1)N1CCC(Oc2nc3c(Cl)cccc3s2)CC1	1
CN(C(=O)Nc1ccc(Cl)cc1)c1ccccc1	3
Cc1cccc2sc(N(Cc3ccccc3)C(=O)C3CCCN(S(C)(=O)=O)C3)nc12 (stereo not drawn)	0&2
COc1ccc(Cl)cc1C(=O)Nc1nnc(SCC(=O)Nc2ccccc2F)s1	2
Cc1csc(C(=O)NC2CCC(Oc3ncc(F)cn3)CC2)c1 (stereo not drawn)	-1
COc1ccc(-c2cc(C(=O)NN=Cc3cccnc3)c3cc(C)cc(C)c3n2)cc1	4
O=C(Nc1nnc(C2CCCO2)o1)c1ccc(S(=O)(=O)N2CCOCC2)cc1 (stereo not drawn)	4
O=C(c1cnccn1)N1CCC[C@H](Cc2nc(-c3ccsc3)no2)C1	-10
c1ccc(-c2nn3c(-c4ccncc4)nnc3s2)nc1	59*
CC(O)(CNS(=O)(=O)c1ccc2c(c1)CCO2)C1CC1 (stereo not drawn)	-25
SMILES	PriA SSB inh
Fc1ccc(N2CCN(c3ccc(F)cc3)C2c2ccc(Br)cc2)cc1	-13&6
COc1ccc2c(c1)sc(=NC(=O)c1ccc3c(c1)CCCC3)n2C	5
c1ccc2c(SCc3nc4ccccc4[nH]3)nncc2c1	-3
CCOc1ncccc1C(=O)Nc1c(C)nc2scc(C)n2c1=O	0
COc1cccc(NC(=O)Cn2c(C)cc(=O)c3cccc(OC)c32)c1	-30&-17
CON=CC(c1ncc(C(F)(F)F)cc1Cl)S(=O)(=O)c1ccccc1 (stereo not drawn)	10
COc1ccc2c(CC(=O)NCc3ccc4c(c3)OCO4)cc(=O)oc2c1	-7
O=[N+]([O-])c1ccc(O)c(C=Nn2c(CO)nc3ccccc32)c1	7
Nc1ccc(-c2csc(Nc3cccnc3)n2)cc1	-12
O=C(COc1ccc(Cl)cc1Cl)NCCn1ncc2c(=O)n(Cc3cccc([N+](=O)[O-])c3)cnc21	4
CC(C)(C)n1ncc2c(=O)n(NC(=O)Cc3ccc([N+](=O)[O-])cc3)cnc21	11
COc1cc(C(=O)NCC(=O)NN=Cc2ccc(OC(=O)c3ccco3)cc2)cc(OC)c1OC	-18
CC(=NOCC(=O)Nc1ccc(C)cc1C)c1cccs1	-30
CCN1C(=O)c2cc(NS(=O)(=O)c3ccccc3Cl)ccc2Oc2ccccc21	0
CS(=O)(=O)c1ccc(Nc2nc(CC(=O)NC3CC3)cs2)cc1	-7
O=C(Nc1nc2ccc(F)cc2s1)c1ccc(Oc2ccc(C(=O)Nc3nc4ccc(F)cc4s3)cc2)cc1	-9
CC(=NNC(=O)c1nnn(-c2nonc2N)c1CSc1ccc(Cl)cc1)c1ccco1	-4
COc1ccccc1C(=O)NCc1nc(C)cc(N2CCCCC2)n1	-18
COCCn1c(SCC(=O)Nc2nc(C)cs2)nnc1-c1c[nH]c2ccccc12	-16
CC(=NNC(=O)CSc1nc(C)cc(C)n1)c1cccs1	-15
Cc1nn(-c2ccccc2)c(Cl)c1C=NNC(=O)c1cnccn1	-6
O=C(NCO)c1ccc([N+](=O)[O-])cc1	0
O=C(NCC1CCN(c2cnccn2)CC1)C(=O)NCC1CCCO1 (stereo not drawn)	-45
O=C(Nc1nnc(C2=COCCO2)o1)c1cc2cc([N+](=O)[O-])ccc2s1	-5
O=C(Nc1nnc(-c2cc3ccccc3o2)o1)C1CCCN1S(=O)(=O)c1cccs1 (stereo not drawn)	21
SMILES	PriA SSB inh
CC(CC(=O)NCc1ccco1)=NNC(=O)Cc1cccc2ccccc12	7
O=C(COc1ccccc1)Nc1ccc(Br)cc1C(=O)c1ccccc1	-12
Cc1cc(C)nc(N=C(N)Nc2cccc(OCc3ccccc3)c2)n1	0
COc1ccccc1N1CCN(CCNS(=O)(=O)c2ccc(NC(C)=O)cc2C)CC1	-2
CC(CC(=O)Nc1cccc(Cl)c1Cl)=NNC(=O)c1ccccc1Br	-10
COc1cccc(CSc2nc(CC(=O)NCCc3ccccc3)cc(=O)[nH]2)c1	-10
CN(C)c1ccc(NC(=O)CC2Nc3ccccc3NC2=O)cc1 (stereo not drawn)	12
CCOC(=O)Cc1csc(NC(=S)NC(=O)c2cccs2)n1	8
CCOC=C(C(=O)Nc1ccccc1)C(=O)Nc1ccccc1	15
COc1cccc(-c2nc(CSc3nc(-c4ccncc4)cc(=O)[nH]3)c(C)o2)c1OC	-36
CS(=O)(=O)c1ccc2nc(NC(=O)C3CCCN3S(C)(=O)=O)sc2c1 (stereo not drawn)	-8
CCn1nc(C)c(C=NNC(=O)c2ccoc2C)c1C	-1
Cc1ccc(C(=O)N2CCN(c3ccc(F)cc3)CC2)cc1S(=O)(=O)N1CCOCC1	3
O=C(COc1cccc2ccc(N3CCN(c4ccccc4)CC3)nc12)Nc1cccc(Cl)c1	5
CC(C)N1C(=O)/C(=C/c2cccc(Cl)c2Cl)SC1=S	-3
Cc1cc(N2CCCCC2)nc(CNS(=O)(=O)c2ccc(-c3csc(C)n3)s2)n1	-7
O=C(NCc1nnc2ccc(-c3cccs3)nn12)c1n[nH]c(=O)c2ccccc12	-10
CS(=O)(=O)c1ccccc1-c1nnc(NC(=O)c2ccc(Br)s2)o1	13
CCOC(=O)c1cnn2ccc(NC(=O)c3cccc(C(F)(F)F)c3)cc12	-16
COCCN1CCC(CNC(=O)C(=O)Nc2ccc(F)c(Cl)c2)CC1	-3
COCc1c(C)cc(C)c(C=NO)c1C	3
CC1(C)Cc2cccc(OCC(=O)NCC(C)(O)c3cc4ccccc4o3)c2O1 (stereo not drawn)	-9
c1ccc2c(CN3CCCC3)ccc(CN3CCCC3)c2c1	-3
CC(Cn1cnc([N+](=O)[O-])n1)=NNC(=O)c1ccc(F)cc1	-5
CN(C)c1nc(N2CCOCC2)ncc1NC(=O)c1ccncc1	-8
SMILES	PriA SSB inh
CCC(=O)N1CCCc2ccc(NS(=O)(=O)c3ccc(OC)c(F)c3)cc21	-19
O=C(NCC(O)Cc1ccccc1)Nc1ccc(F)cc1 (stereo not drawn)	-1
CC(C)(C)c1ccc(C(=O)NC(N)=Nc2nc3ccccc3o2)cc1	-4
Cn1c(=O)c2nc(SCC(N)=O)n(C)c2n(C)c1=O	1
Cc1cc(-c2cccs2)nn1CCNC(=O)c1ccc(S(=O)(=O)N(C)C)cc1	-4
O=C(Cc1ccc(Cl)cc1)NCC1CCN(Cc2ccco2)CC1	-12
CCOc1ccc(-c2cc3c(SCC(=O)c4cccc(Cl)c4)nccn3n2)cc1	-17&-15
CCCCC(=O)Nc1oc2c(C)cccc2c(=O)c1-c1ccc2c(c1)OCO2	-9
CCOC(=O)c1c[nH]c2c(F)cc(F)cc2c1=O	-16
Cc1sc(NC(=O)CSCC(=O)N2CCOCC2)nc1-c1ccccc1	-2
COc1ccc(NC(=O)COc2ccc(F)cc2)cc1N1CCCC1=O	-18
Cc1c(Cl)cccc1S(=O)(=O)NCC1CCN(S(=O)(=O)c2cccnc2)CC1	-7
O=C1C(=NO)Cc2ccccc21	-27
O=C(CCCn1nc(-c2cccs2)ccc1=O)N1CCN(c2ccc(F)cc2)CC1	4
NC(COc1cccc(Cl)c1)=NO	-6
COc1ccc2nc(N(Cc3cccnc3)C(=O)C3CCN(S(=O)(=O)c4cccs4)CC3)sc2c1	2
COC(=O)c1ccc(Cn2c(=O)n(Cc3cccs3)c(=O)c3ncccc32)cc1	0&2
CCOC(=O)c1sc(NC(=O)CSc2nnc(-c3sc(N)nc3C)n2C)nc1C	-17
CCCn1cc(SCC(=O)NCc2ccccc2)c2ccccc21	3
Cc1nc(Nc2ccc(NS(=O)(=O)c3ccc(F)cc3)cc2)cc(-n2cccn2)n1	1
COc1ccc(C(=O)CN2CC(c3nc(Cc4ccccc4)no3)C2)cc1	-7
O=C(Nc1ccc(Cl)c(Cl)c1)N1CCC(Cn2cccn2)CC1	-14
Cc1nc(-c2cccs2)sc1CNC(=O)NCCCc1ccccc1	-2
CS(=O)(=O)[C@H]1CCN(S(=O)(=O)c2ccc3c(c2)OCCO3)C1	-20
COCCn1c(SCc2cccnc2)nnc1-c1cn(C)nc1OC	4

18 consecutive entries already listed, for reference:
SMILES	PriA SSB inh
O=C(NCC(O)Cc1ccccc1)Nc1ccc(F)cc1 (stereo not drawn)	-1
CC(C)(C)c1ccc(C(=O)NC(N)=Nc2nc3ccccc3o2)cc1	-4
Cn1c(=O)c2nc(SCC(N)=O)n(C)c2n(C)c1=O	1
Cc1cc(-c2cccs2)nn1CCNC(=O)c1ccc(S(=O)(=O)N(C)C)cc1	-4
O=C(Cc1ccc(Cl)cc1)NCC1CCN(Cc2ccco2)CC1	-12
CCOc1ccc(-c2cc3c(SCC(=O)c4cccc(Cl)c4)nccn3n2)cc1	-17&-15
CCCCC(=O)Nc1oc2c(C)cccc2c(=O)c1-c1ccc2c(c1)OCO2	-9
CCOC(=O)c1c[nH]c2c(F)cc(F)cc2c1=O	-16
Cc1sc(NC(=O)CSCC(=O)N2CCOCC2)nc1-c1ccccc1	-2
COc1ccc(NC(=O)COc2ccc(F)cc2)cc1N1CCCC1=O	-18
Cc1c(Cl)cccc1S(=O)(=O)NCC1CCN(S(=O)(=O)c2cccnc2)CC1	-7
O=C1C(=NO)Cc2ccccc21	-27
O=C(CCCn1nc(-c2cccs2)ccc1=O)N1CCN(c2ccc(F)cc2)CC1	4
NC(COc1cccc(Cl)c1)=NO	-6
COc1ccc2nc(N(Cc3cccnc3)C(=O)C3CCN(S(=O)(=O)c4cccs4)CC3)sc2c1	2
COC(=O)c1ccc(Cn2c(=O)n(Cc3cccs3)c(=O)c3ncccc32)cc1	0&2
CCOC(=O)c1sc(NC(=O)CSc2nnc(-c3sc(N)nc3C)n2C)nc1C	-17
CCCn1cc(SCC(=O)NCc2ccccc2)c2ccccc21	3

Single entries from above.
`COCCn1c(SCc2cccnc2)nnc1-c1cn(C)nc1OC` | PriA SSB inh: 4
`COc1ccc(NC(=O)COc2ccc(F)cc2)cc1N1CCCC1=O` | PriA SSB inh: -18

Later entries:
SMILES	PriA SSB inh
COc1cccc(CNC(=O)CSC2=NC3(CCCCC3)N=C2c2cccs2)c1	-25
Cc1cc(F)ccc1S(=O)(=O)NCC[C@H](O)c1ccco1	-13
COc1cccc(C=Nn2cnc3ccccc32)c1OC	-3
O=C(CCCSc1ccc(F)cc1)Nc1nc(-c2ccc3c(c2)OCO3)cs1	6
O=C(NCCSC1CCOCC1)Nc1ccccc1C(F)(F)F	-6
CC(C)(C)c1ccc(NC(=O)c2ccc(Cl)cc2)c([N+](=O)[O-])c1	63*
CC(=NNS(=O)(=O)c1ccc(Br)cc1)c1c[nH]c2ccccc12	-4
O=C(Nc1csc(-c2ccc(Oc3ccc(-c4nc(NC(=O)c5nc6ccccc6s5)cs4)cc3)cc2)n1)c1nc2ccccc2s1	-11&-5
